Screening data deposited in PubChem BioAssay by ICCB-Longwood Screening Facility, Harvard Medical School.
PV pol inh – poliovirus RNA polymerase inhibition; poliovirus polymerase elongation, fluorescence polarization; hits give low values; P03300; % elongation, % (compound at 16.7 µg/mL); hit rate 0.66% among 150,000; AID 588519; in the data active = % elongation below about 90%; also: some results filed as inactive read as strong as hits
Target sequence (P03300 1749-2209 limits assumed): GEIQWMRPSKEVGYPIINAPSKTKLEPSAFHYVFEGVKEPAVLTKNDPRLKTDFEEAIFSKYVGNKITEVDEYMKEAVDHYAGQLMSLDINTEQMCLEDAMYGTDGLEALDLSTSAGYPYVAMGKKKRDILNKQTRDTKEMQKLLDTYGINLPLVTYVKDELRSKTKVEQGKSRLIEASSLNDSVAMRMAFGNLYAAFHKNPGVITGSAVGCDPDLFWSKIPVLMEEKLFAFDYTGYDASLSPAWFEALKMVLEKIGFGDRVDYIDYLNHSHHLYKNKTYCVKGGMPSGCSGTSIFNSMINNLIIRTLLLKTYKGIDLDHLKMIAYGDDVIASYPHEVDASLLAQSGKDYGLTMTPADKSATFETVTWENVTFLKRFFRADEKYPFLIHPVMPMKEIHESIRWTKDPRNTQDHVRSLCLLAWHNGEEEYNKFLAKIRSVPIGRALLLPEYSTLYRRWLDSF
PV pol inh FP z-score – recorded beside PV pol inh, whose call it bears; z-score; measured here: FP z-score; hits read low
Numbers without * were called inactive; & = joins results of further samples. This is a subset; the hit share may differ from the screen's.

CCOc1ccc2c(c1)c(=O)c(C(=O)c1ccc3c(c1)OCO3)cn2Cc1cccc(F)c1 was read as PV pol inh 107 and PV pol inh FP z-score -0.1.
Cc1ccc2c(c1)N(C(=O)N1CCCC(C(=O)NCCCc3ccccc3)C1)CC(C)O2 (configuration not stated) was read as PV pol inh 101 and PV pol inh FP z-score -1.6.
For NC(=O)C1CCCN1S(=O)(=O)c1ccc2ccccc2c1 (configuration not stated) the results were PV pol inh 102 and PV pol inh FP z-score 0.
Cc1ccc(NC(=O)Cn2c(=O)nc(-c3ccccc3F)c3cc(Cl)ccc32)c(Br)c1 was read as PV pol inh 112 and PV pol inh FP z-score 1.6.
CCOC(=O)c1ccc(CNC(=O)CSc2nnc(-c3ccc(OC)cc3)o2)cc1 was read as PV pol inh 102 and PV pol inh FP z-score 0.4.
N#Cc1ccccc1S(=O)(=O)N1CCN(C(=O)c2cc(C3CC3)nn2-c2ccccc2)CC1 was read as PV pol inh 109 and PV pol inh FP z-score 0.
`CN/N=C(\Cc1nc2ccccc2[nH]1)c1ccccc1` gave PV pol inh 103 and PV pol inh FP z-score 0.2.
`Cn1nc(C(=O)OC2CCCCC2=O)c2ccccc2c1=O` (configuration not stated) gave PV pol inh 103 and PV pol inh FP z-score -0.1.
`O=C1CC(=O)N(c2ccccc2)C(=O)N1` gave PV pol inh 98 and PV pol inh FP z-score -0.2.
Screening O=C(CC1NC(=O)NC1=O)NC1(C(=O)NC2CCCC2)CCCCC1 (configuration not stated) returned PV pol inh 100 and PV pol inh FP z-score 0.
For Cc1ccc(OCC(=O)Nc2nonc2-c2ccc(Br)cc2)cc1C the results were PV pol inh 99 and PV pol inh FP z-score -1.2.
`O=C1OC2CC3CC2C1C3C(=O)N1CCc2ccccc21` (configuration not stated) gave PV pol inh 103 and PV pol inh FP z-score 0.5.
Screening Cc1nc(CNCc2ccc(CN(C)C)cc2)cs1 returned PV pol inh 95 and PV pol inh FP z-score -1.1.
CC(C)c1nc2ccc(C(=O)NCCCN3CCN(c4cccc(Cl)c4)CC3)cc2o1 was read as PV pol inh 110 and PV pol inh FP z-score 0.6.
COc1ccc(-c2cc(C(=O)Nc3ccc4c(c3)OCO4)no2)cc1OC was read as PV pol inh 102 and PV pol inh FP z-score -0.2.
CCN(c1cccc(C)c1)S(=O)(=O)c1ccc(OC)cc1 was read as PV pol inh 101 and PV pol inh FP z-score 0.2.
For CCOc1ccc(NC(=O)Cn2c(=O)n(Cc3ccco3)c(=O)c3oc4ccccc4c32)cc1 the results were PV pol inh 108 and PV pol inh FP z-score 0.2.
Screening N#CC(C(=O)CSc1nc2ccccc2[nH]1)c1ccccc1 (configuration not stated) returned PV pol inh 99 and PV pol inh FP z-score -0.7.
Cn1c2ccc(Cl)cc2c2nc3ccccc3nc21 was read as PV pol inh 101 and PV pol inh FP z-score -0.2.
`CC(C)(C)c1ccc(Cn2c(CO)cc3sccc32)cc1` gave PV pol inh 101 and PV pol inh FP z-score -0.4.
`CCOC(=O)c1cc(-c2csc(Nc3ccc(C)cc3)n2)on1` gave PV pol inh 102 and PV pol inh FP z-score 0.2.
CCN1CSC(=S)N(Cc2ccccc2)C1 was read as PV pol inh 101 and PV pol inh FP z-score -0.3.
`Cc1ccc(S(=O)(=O)N2CCN(Cc3ccccc3Cl)CC2)cc1` gave PV pol inh 98 and PV pol inh FP z-score -1.1.
Screening CN1CCN(c2ccc(CNC(=O)c3cccnc3Oc3ccc(Cl)cc3)cc2)CC1 returned PV pol inh 105 and PV pol inh FP z-score 0.4.
For O=C(CSc1nnc2ccccn12)Nc1ccc(N2CCCCC2)cc1 the results were PV pol inh 97 and PV pol inh FP z-score -1.2.
`Cc1c(C(=O)OC2CCOC2=O)oc2c1ccc1ccccc12` (configuration not stated) gave PV pol inh 107 and PV pol inh FP z-score 0.7.
`O=C(CSCc1cccc(Br)c1)N/N=C/c1ccco1` gave PV pol inh 102 and PV pol inh FP z-score 0.7.
For COc1cc(OC)cc(C(=O)Nc2cc3c(cc2N2CCCCC2)n(C)c(=O)n3C)c1 the results were PV pol inh 108 and PV pol inh FP z-score 1.
For Cc1cccc(N2CCN(c3nc4ccc(C(=O)c5ccccc5)cc4n4cnnc34)CC2C)c1 (configuration not stated) the results were PV pol inh 109 and PV pol inh FP z-score 0.6.
`Cc1c2c(=O)n(-c3nc4ccccc4s3)nc-2cc(O)n1Cc1ccccc1` gave PV pol inh 102 and PV pol inh FP z-score -0.3.
For COc1ccc(Cl)cc1NC(=O)N1CC(=O)Nc2sc3c(c2C1c1ccccc1)CCCC3 (configuration not stated) the results were PV pol inh 102 and PV pol inh FP z-score -1.2.
`CC(=O)N[C@@H](Cc1c[nH]c2ccccc12)C(=O)N1CCC(C)CC1` gave PV pol inh 105 and PV pol inh FP z-score 0.2.
CN(C)c1ccc(C2C3C=CC(C3)C2(C#N)C(=O)O)c(Br)c1 (configuration not stated) was read as PV pol inh 102 and PV pol inh FP z-score 0.2.
For CCN(Cc1ccccc1)Cc1cc(Cl)ccc1O the results were PV pol inh 101 and PV pol inh FP z-score 0.3.
Cc1cccc(S(=O)(=O)NCc2ccco2)c1 was read as PV pol inh 101 and PV pol inh FP z-score 0.1.
COc1cccc(N2CCN(C(=O)c3cc4c(=O)n(Cc5cccnc5)ccc4nc3C)CC2)c1 was read as PV pol inh 104 and PV pol inh FP z-score -0.5.
`Cc1ccc(-c2cc(=O)c3ccc4ccccc4c3o2)cc1` gave PV pol inh 102 and PV pol inh FP z-score 0.3.
`Cc1cccc(-n2c(=O)c3c4c(sc3n3c(=S)[nH]nc23)CCC4)c1` gave PV pol inh 98 and PV pol inh FP z-score -1.1.
For Cc1coc2cc3oc(=O)c(CCC(=O)NCc4ccccc4)c(C)c3cc12 the results were PV pol inh 102 and PV pol inh FP z-score 0.
Screening O=C(CN1C(=O)CC(c2ccccc2)S(=O)(=O)c2ccccc21)Nc1ccccc1C(F)(F)F (configuration not stated) returned PV pol inh 100 and PV pol inh FP z-score -1.5.
CCc1ccc(S(=O)(=O)c2cn(CC)c3cc(N4CCCCC4)c(F)cc3c2=O)cc1 was read as PV pol inh 111 and PV pol inh FP z-score 0.9.
CC(C)(CNC(=O)c1cc2ccccc2o1)N1CCOCC1 was read as PV pol inh 106 and PV pol inh FP z-score 0.5.
O=C(C1CCCN(S(=O)(=O)c2cccc3nsnc23)C1)N1CCN(c2ccccc2Cl)CC1 (configuration not stated) was read as PV pol inh 112 and PV pol inh FP z-score 1.3.
Screening Cc1cc(C)c2oc(C(=O)Nc3sc4c(c3C(=O)NCc3ccco3)CCC4)cc(=O)c2c1 returned PV pol inh 113 and PV pol inh FP z-score 1.1.
`CN1CCCCC1c1cccnc1N` (configuration not stated) gave PV pol inh 100 and PV pol inh FP z-score -0.7.
CCN(c1ccccc1C)S(=O)(=O)c1nnc(NC(=O)c2ccc(OC)c(OC)c2)s1 was read as PV pol inh 107 and PV pol inh FP z-score -0.3.
Screening C=C[C@H]1CN2CCC1C[C@@H]2[C@@H](O)c1ccnc2ccccc12 (some centres not stated) returned PV pol inh 102 and PV pol inh FP z-score 0.3.
CC(C)C1Nc2ccccc2S(=O)(=O)N1 (configuration not stated) was read as PV pol inh 101 and PV pol inh FP z-score 0.1.
`CSc1ccccc1NC(=O)CN(C)Cc1cc(=O)n2ccsc2n1` gave PV pol inh 104 and PV pol inh FP z-score 0.2.
Screening O=c1c(=N\O)/c(=N/O)c(=O)c2ccccc12 returned PV pol inh 60* and PV pol inh FP z-score -7.5*.
Screening CCc1ccc(NC(=O)CCC2=NS(=O)(=O)c3ccccc3N2)cc1 returned PV pol inh 103 and PV pol inh FP z-score 1.1.
CC(=O)O[C@]1(C(C)=O)CCC2C3C=C(Cl)C4=CC(=O)CC[C@]4(C)C3CC[C@@]21C (some centres not stated) was read as PV pol inh 101 and PV pol inh FP z-score 0.2.
`Cc1cccc2nc3c(nc12)-c1ccccc1C3=Nc1ccccc1` gave PV pol inh 102 and PV pol inh FP z-score 0.1.
Screening Cc1nn(Cc2ccccc2Cl)c(C)c1C(=O)N(CC1CCCO1)C1CCS(=O)(=O)C1 (configuration not stated) returned PV pol inh 110 and PV pol inh FP z-score 1.
`Cn1cc(S(=O)(=O)c2ccccc2)c(=O)c2cc(F)c(N3CCN(c4ccc(F)cc4)CC3)cc21` gave PV pol inh 115 and PV pol inh FP z-score 1.8.
COc1ccccc1NC(=O)N1CCN(Cc2nc3ccc(C)cc3o2)CC1 was read as PV pol inh 107 and PV pol inh FP z-score 0.3.
For Cc1ccc(C(=O)NCC(c2cccnc2)N2CCc3ccccc32)cc1C (configuration not stated) the results were PV pol inh 111 and PV pol inh FP z-score 0.7.
CCOc1ccc2ncc3c(-c4ccc(C)cc4)nn(-c4cccc(F)c4)c3c2c1 was read as PV pol inh 107 and PV pol inh FP z-score -0.7.
For COc1ccc2c(c1)c(C(=O)OCCN(C)C)c(C)n2C the results were PV pol inh 99 and PV pol inh FP z-score -0.7.
COc1ccc(/C(O)=C/c2nc3ccc(C(=O)N4CCN(c5cccc(C)c5C)CC4)cc3[nH]c2=O)cc1 was read as PV pol inh 105 and PV pol inh FP z-score 0.7.

Next part; the last two above are carried over.
For COc1ccc2c(c1)c(C(=O)OCCN(C)C)c(C)n2C the results were PV pol inh 99 and PV pol inh FP z-score -0.7.
COc1ccc(/C(O)=C/c2nc3ccc(C(=O)N4CCN(c5cccc(C)c5C)CC4)cc3[nH]c2=O)cc1 was read as PV pol inh 105 and PV pol inh FP z-score 0.7.
`Cc1ccsc1C(=O)OCC(=O)N1C(C)CCCC1C` (configuration not stated) gave PV pol inh 104 and PV pol inh FP z-score 0.1.
Screening CC(C)NC(=O)CCC1CCCCC1 returned PV pol inh 105 and PV pol inh FP z-score 0.3.
`CCCCn1nnnc1COC(=O)c1sc2cc(Cl)ccc2c1Cl` gave PV pol inh 101 and PV pol inh FP z-score -0.1.
`COc1ccc(NC(=O)Cn2cc(C(=O)c3cccs3)c3ccccc32)cc1` gave PV pol inh 106&101 and PV pol inh FP z-score 0.3&0.4.
Screening O=C1N[C@H](Cc2ccccc2)C(=O)N2CCC[C@@H]12 returned PV pol inh 104 and PV pol inh FP z-score 0.8.
For CCC(Oc1ccccc1)C(=O)N1CCN(Cc2cc(=O)n3nc(-c4cccc(C)c4)sc3n2)CC1 (configuration not stated) the results were PV pol inh 102 and PV pol inh FP z-score -1.2.
O=c1c2oc3ccccc3c2n(Cc2cccc(Cl)c2)c(=O)n1Cc1ccc2c(c1)OCO2 was read as PV pol inh 107 and PV pol inh FP z-score 0.1.
CCOc1ccccc1NC(=O)c1sc2nc(-c3ccc(OC)cc3)ccc2c1N was read as PV pol inh 110 and PV pol inh FP z-score -0.1.
CN(C)c1cccc(C(=O)N2CCC(c3c[nH]c4ccccc34)(c3c[nH]c4ccccc34)CC2)c1 was read as PV pol inh 107 and PV pol inh FP z-score 0.
For CC(C(=O)Nc1ccc(S(=O)(=O)Nc2ncccn2)cc1)N1C(=O)c2ccccc2C1=O (configuration not stated) the results were PV pol inh 103 and PV pol inh FP z-score 0.4.
CN(C)S(=O)(=O)N(CC(N)=O)c1ccccc1 was read as PV pol inh 100 and PV pol inh FP z-score -0.3.
O=C(COc1ccc(-c2ccccc2)cc1)NC1CCOC1=O (configuration not stated) was read as PV pol inh 108 and PV pol inh FP z-score 1.
Cc1ccc(NC(=O)c2c(C(=O)Nc3ccccc3)sc3nc(C)cc(=O)n23)cc1 was read as PV pol inh 111 and PV pol inh FP z-score 1.3.
For O=C1OCCC1Sc1nnc(-c2cccc(S(=O)(=O)N3CCOCC3)c2)n1-c1cccc(Cl)c1 (configuration not stated) the results were PV pol inh 103 and PV pol inh FP z-score 0.2.
COc1ccc(NC(=O)COCc2cc(-c3ccco3)on2)cc1Cl was read as PV pol inh 106 and PV pol inh FP z-score -0.2.
For CC(=O)Nc1cccc(NC(=O)CSc2nccn2Cc2ccccc2)c1 the results were PV pol inh 108 and PV pol inh FP z-score 0.2.
Cc1cccc(NC(=O)CN2C(=O)COc3ccc(S(=O)(=O)N4CCC(C)CC4)cc32)c1C was read as PV pol inh 107 and PV pol inh FP z-score -0.9.
Screening O=C(CSc1nc2ncccc2o1)NCc1ccco1 returned PV pol inh 103 and PV pol inh FP z-score 1.3.
For O=c1[nH]c(C2=C(O)Cn3c2nc(=O)c2ccccc23)nc2ccccc12 the results were PV pol inh 100 and PV pol inh FP z-score -0.1.

Among those listed so far, 10 contain a furan ring, fused or not.
For CCOc1ccc(NC(=O)Cn2c(=O)n(Cc3ccco3)c(=O)c3oc4ccccc4c32)cc1 the results were PV pol inh 108 and PV pol inh FP z-score 0.2.
`Cc1c(C(=O)OC2CCOC2=O)oc2c1ccc1ccccc12` (configuration not stated) gave PV pol inh 107 and PV pol inh FP z-score 0.7.
`O=C(CSCc1cccc(Br)c1)N/N=C/c1ccco1` gave PV pol inh 102 and PV pol inh FP z-score 0.7.
Cc1cccc(S(=O)(=O)NCc2ccco2)c1 was read as PV pol inh 101 and PV pol inh FP z-score 0.1.
For Cc1coc2cc3oc(=O)c(CCC(=O)NCc4ccccc4)c(C)c3cc12 the results were PV pol inh 102 and PV pol inh FP z-score 0.
CC(C)(CNC(=O)c1cc2ccccc2o1)N1CCOCC1 was read as PV pol inh 106 and PV pol inh FP z-score 0.5.
Screening Cc1cc(C)c2oc(C(=O)Nc3sc4c(c3C(=O)NCc3ccco3)CCC4)cc(=O)c2c1 returned PV pol inh 113 and PV pol inh FP z-score 1.1.
O=c1c2oc3ccccc3c2n(Cc2cccc(Cl)c2)c(=O)n1Cc1ccc2c(c1)OCO2 was read as PV pol inh 107 and PV pol inh FP z-score 0.1.
COc1ccc(NC(=O)COCc2cc(-c3ccco3)on2)cc1Cl was read as PV pol inh 106 and PV pol inh FP z-score -0.2.
Screening O=C(CSc1nc2ncccc2o1)NCc1ccco1 returned PV pol inh 103 and PV pol inh FP z-score 1.3.
